# Screens as filed in PubChem BioAssay.
# RAD54 branch: blocks human RAD54 Holliday junction branch migration; Q92698; FAM/BHQ fluorescence; inhibition, % at 10.4 µM; actives 0.14% (n = 360,000); AID 602329;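 active means mean normalized replicate activity at least 40 and at least half of replicates scoring 40 or more; inconclusive means only one of the two criteria met; inactive means mean below 40 and under half of replicates reaching 40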;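 further: 0% = median of neutral control wells and 100% = median of positive control wells; inhibitors cause a drop in the FAM fluorescence signal; in these data hits start at about 50%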
# Target sequence (Q92698 whole entry, looked up): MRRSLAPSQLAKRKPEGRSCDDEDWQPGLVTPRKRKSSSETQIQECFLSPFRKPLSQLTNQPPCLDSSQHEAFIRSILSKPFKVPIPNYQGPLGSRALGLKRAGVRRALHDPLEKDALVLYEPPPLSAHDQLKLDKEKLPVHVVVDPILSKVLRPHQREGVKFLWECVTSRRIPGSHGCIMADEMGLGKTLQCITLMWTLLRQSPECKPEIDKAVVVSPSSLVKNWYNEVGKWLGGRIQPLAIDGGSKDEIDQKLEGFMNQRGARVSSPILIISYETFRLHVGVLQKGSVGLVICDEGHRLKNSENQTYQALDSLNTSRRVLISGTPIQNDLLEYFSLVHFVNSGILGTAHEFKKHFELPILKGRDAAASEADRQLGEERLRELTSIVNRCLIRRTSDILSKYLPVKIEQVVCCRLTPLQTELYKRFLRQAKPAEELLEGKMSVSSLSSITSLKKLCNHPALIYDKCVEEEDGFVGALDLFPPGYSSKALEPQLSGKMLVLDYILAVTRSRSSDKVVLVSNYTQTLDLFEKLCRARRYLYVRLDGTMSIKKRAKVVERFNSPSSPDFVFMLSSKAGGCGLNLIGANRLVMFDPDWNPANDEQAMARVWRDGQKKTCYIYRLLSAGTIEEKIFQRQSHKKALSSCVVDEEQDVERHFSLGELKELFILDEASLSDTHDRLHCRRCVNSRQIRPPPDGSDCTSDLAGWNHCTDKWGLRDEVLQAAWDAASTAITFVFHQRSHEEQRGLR
# esBAF inh: SWI/SNF esBAF complex inhibition; reporter increase, % at 12.5 µM; actives 2% (n = 350,000); mouse ES cells, Bmi1-luciferase knock-in reporter, 24 h; 100% = twice the neutral-well signal; in the data active means activation above about 40%; inconclusive means no clear call, values can overlap the other calls;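 further: 0% = median of the plate's neutral control wells and 100% = double that signal; a rise in the Bmi1 reporter signal indicates esBAF inhibition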
# FN deposit inh: fibronectin deposition inhibition; actives 0.086% (n = 350,000); AH1F fibroblasts, Alexa488-fibronectin deposition fluorescence, overnight; inhibition, % at 12.6 µM;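 active means mean inhibition across replicates of 30% or more, regardless of how many single replicates reach that level; inconclusive means mean under 30% yet at least half of replicates reach 30%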;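 further: positive control wells lacked labelled fibronectin entirely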
#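 material = AH1F fibroblast monolayer depositing Alexa488-labelled fibronectin into matrix | amount = 10000 AH1F cells/well | buffer or medium = DMEM plus 2% serum, read in PBS | incubation = 1 h cell adhesion before compound, then overnight fibronectin incubation | detection = fluorescence at 485 nm excitation, 525 nm emission | evaluation = percent inhibition as loss of matrix-bound fibronectin fluorescence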
# An asterisk follows results filed as active; ? = inconclusive. Not all compounds are listed, so the mix of outcomes need not match the whole.
# Each structure is followed by: RAD54 branch	esBAF inh	FN deposit inh
COc1cc(C2N(c3ccc(Cl)c(Cl)c3)C(=O)C3CCCN32)cc(OC)c1OC (centres undefined)
    -4	1	-3
COc1ccc(S(=O)(=O)N(CC(=O)NCc2ccco2)C2CCCCC2)cc1OC
    -5	-1	-8
CCOC(=O)c1c(NC(=O)CCC(=O)NCc2ccco2)sc2c1CCCC2
    12	-3	1
C/C(=N\NC(=O)c1ccc(Cl)cc1)c1ccc(Br)s1
    7	28	-3
O=C(CCC(=O)Nc1ccccc1)NNC(=O)c1ccco1
    1	-7	-4
Cc1ccc(Nc2nc(N)nc(CSc3nnnn3-c3ccccc3)n2)cc1
    -6	1	2
CN(C)S(=O)(=O)Nc1ccccc1C(N)=O
    -1	-9	4
O=C(CCCN1C(=O)c2ccccc2C1=O)NCC1CCCO1 (centres undefined)
    -4	5	5
Cn1c(=O)c2c(nc(Sc3n[nH]c(N)n3)n2Cc2ccccc2Cl)n(C)c1=O
    2	-7	-2
COc1ccc(CNC(=O)Cn2cc([N+](=O)[O-])nc2C)cc1
    -4	0	1
Cc1c(C(=O)O)oc2c1ccc1ccccc12
    -11	-6	5
N#CCCn1cc(/C=C(\C#N)c2nc3ccccc3s2)c(-c2ccc(F)cc2)n1
    -1	-6	-6
Brc1ccc(CSc2nnc(-c3ccccn3)n2Cc2ccco2)cc1
    6	-3	2
C=CCSc1ccsc1C(=O)O
    -22	0	-6
C=CCn1c(SCC(=O)NCCOC)nc2scc(-c3ccco3)c2c1=O
    -7	8	10
CCc1ccccc1NS(=O)(=O)c1ccc2[nH]cc(C(=O)NCc3ccco3)c(=O)c2c1
    -1	-7	0
CCC(C)Nc1nc(-c2cccc(OC)c2O)nc2ccccc12 (centres undefined)
    4	-55	7
O=C(C1Cc2ccccc2CN1S(=O)(=O)c1ccc(F)cc1)N1CCCCC1 (centres undefined)
    4	-3	14
CCOC(=O)C1=NN(c2ccc(Cl)cc2)C(c2ccccc2)CC1=O (centres undefined)
    6	-7	-3
CCN(CC)C(=O)COc1ccc(S(=O)(=O)N2CCOCC2)cc1
    -5	4	-12
COCCn1c(SCC(=O)NCc2ccco2)nnc1C(C)C
    -3	-3	-3
Cn1c(SCC(=O)c2ccccc2)nnc1-c1cnccn1
    -9	48*	5
COc1ccccc1C(=O)Nc1ccc2c(c1)nc(CN1CCN(C(C)=O)CC1)n2C
    7	14	4
Nc1nnnn1/N=C/c1ccccc1OCc1ccccc1
    12	-4	12
C=CCn1c(Cc2ccc(OC)cc2)nnc1SCC(=O)NCCc1ccccc1
    1	-3	-5
CC1(C)CC(=O)CC(C)(C)N1OC(=O)c1ccco1
    14	-9	-11
O=C1C2C3C=CC(C3=C3CCCCC3)C2C(=O)N1Cc1ccccc1 (centres undefined)
    4	0	14
Cc1ccsc1C(=O)Nc1nnc(-c2ccco2)o1
    -4	43*	6
O=C(c1ccc(Br)cc1)c1cc([N+](=O)[O-])ccc1N1CCCCC1
    1	-16	-3
Cc1cc(SCC(=O)N2CCC(c3noc4ccc(F)cc34)CC2)nc2ccccc12
    -13	-16	-4

# Next records follow:
# Each structure is followed by: RAD54 branch	esBAF inh	FN deposit inh
CN(C)c1nc(N(C)C)nc(N2CCCCC2)n1
    1	-4	4
COc1ccc(/C(C)=C2/SC(=S)N(CCC(=O)O)C2=O)cc1
    -5	-9	9
CC(C)[C@H](N)c1nnc(SCc2ccc(Cl)cc2)o1
    -3	9	-1
Cc1cc(C)n(CC(=O)c2ccccc2)c(=O)c1C#N
    -6	-13	-7
Cc1oc(-c2ccccc2F)nc1CN1CCC(C(=O)NC2CC2)CC1
    5	-1	-6
CC1CCCN(C(=O)CCCn2c(=S)[nH]c3ccccc3c2=O)C1 (centres undefined)
    -3	1	4
CC(C)(C)CC(C)(C)NC(=S)Nc1ccc2nc(-c3ccccn3)c(-c3ccccn3)nc2c1
    -2	-3	-1
C=CCn1c(SC2CCOC2=O)nc2scc(C3CC3)c2c1=O (centres undefined)
    -5	-4	-4
O=C(c1ccc(Cl)cc1)N1CCCOC1
    6	0	1
C=CCn1c(SCc2ccc([N+](=O)[O-])cc2)nnc1C(C)NC(=O)c1ccccc1 (centres undefined)
    5	3	-2
COC(=O)c1nnn(CC(=O)Nc2cc(Cl)ccc2C)c1C(=O)OC
    -6	-13	14
O=C(c1ccco1)N1CCN(S(=O)(=O)c2ccc3c(c2)CCN3C(=O)C2CCC2)CC1
    4	11	-3
CCOC(=O)c1ccccc1NC(=O)CCNC(=O)Cn1cnc2ccccc2c1=O
    3	-4	4
C=CCc1cccc(Cl)c1OCCON1C(=O)CCC1=O
    -3	-4	6
c1ccc(-c2noc(CSc3nc4ccccc4o3)n2)cc1
    -3	6	1
Cn1c(C(=O)OCC(=O)NCC2CCCO2)cc2sccc21 (centres undefined)
    5	7	-8
CCCC(=O)NC(=S)Nc1ccc(Cl)cn1
    -1	38	-2
COc1ccccc1NC(=S)NNC(=O)c1ccc(Cl)cc1Cl
    -3	5	-3
OCCSc1c(F)c(SCCO)c(SCCO)c(F)c1SCCO
    -5	-12	19
CCCCN(CC)C(=O)CSc1nc2ccccc2c(=O)n1CC1COc2ccccc2O1 (centres undefined)
    1	-4	-12
NC(=O)CSc1nnnn1CC(CC(=O)O)c1ccccc1 (centres undefined)
    -11	-5	0
COc1ccc(N2CCN(C(=O)c3csc4ccccc34)CC2)cc1
    2	6	0
COC(=O)c1ccccc1NC(=O)CSc1nnc(-c2ccc(OC)cc2)n1C
    0	0	-2
O=C(O)C1C(c2ccccc2)C(C(=O)N2CCOCC2)C1c1ccccc1 (centres undefined)
    1	-4	3
Cc1cc(C)c(S(=O)(=O)N2CCCCC2)c(C)c1-n1ncnn1
    6	-5	8
CC(C)n1nnnc1SCC(=O)NCc1cccs1
    -2	3	-10
CC12CCC(C(=O)N(CSC(=S)N/N=C\c3ccccc3)C1=O)C2(C)C (centres undefined)
    -1	12	-3
COc1ccc(-c2cc(N)n(CCC#N)n2)c(OC)c1
    5	-4	-5
COc1ccc(-c2nnc(SCC(=O)N3CCCCC3)o2)c(OC)c1
    -9	15	2
N#Cc1ccc(-c2ccc(Cl)cc2)nc1SCC(=O)c1cccc(Cl)c1
    1	10	-13

# Later entries
# Each structure is followed by: RAD54 branch	esBAF inh	FN deposit inh
COc1ccc(OC)c(C2C(C(=O)Nc3cccnc3)=C(C)NC3=C2C(=O)CCC3)c1 (centres undefined)
    -3	4	-9
Brc1ccc(-c2nn3c(-c4ccco4)nnc3s2)o1
    -10	0	11
Cc1nn(C)cc1CNC(=O)Nc1ccc(Br)cc1Cl
    4	6	6
Brc1ccc(-c2nc(-c3ccccc3)no2)o1
    -6	24	-1
CSc1ccccc1C(=O)N1CCN(c2ccc(F)cc2)CC1
    -2	-5	-14
CCOC(=O)c1sc(NC(=S)NC(=O)CC(C)C)cc1C
    -4	?	7
c1ccc(-c2ccccc2OCCn2cncn2)cc1
    11	-8	11
CCCn1nnnc1SCC(=O)NCc1ccccc1
    -4	-6	3
CCOC(=O)CCn1cc(F)c(=O)n(Cc2ccccc2)c1=O
    -1	-4	3
CC(=O)Nc1ccc(Nc2ncnc3c2cnn3-c2cccc(C)c2)cc1
    2	-3	2
Cn1c(SCc2c(F)cccc2Cl)nnc1-c1cccs1
    -1	65*	-10
Cn1c(CCNC(=O)c2ccco2)nc2cc(NS(=O)(=O)c3ccccc3)ccc21
    -5	4	7
CCOC(=O)c1c(C)[nH]c(C(=O)COC(=O)CSCC(=O)N(CC)CC)c1C
    -6	-7	3
Cc1cc(C)nc(NS(=O)(=O)c2ccc(Br)cc2)n1
    -9	-8	-7
C=CCN1CC(c2nc3ccccc3n2CCOc2ccccc2)CC1=O (centres undefined)
    -12	3	2
CCOC(=O)c1cc(C)n(-n2cnnc2)c1C
    -4	-6	7
COC(=O)c1c(O)c2ccccc2[nH]c1=O
    1	4	1
CN(CCNC(=O)c1cccc(N2CCCC2=O)c1)Cc1ccccc1
    4	2	-6
COCCCNC(=O)CCc1nc2cccnc2n1Cc1ccccc1
    -5	2	10
CCOC(=O)C1CCN(S(=O)(=O)c2ccc(Cl)cc2OC)CC1
    -4	-5	4
Cc1ccc(-c2nn(CCC(=O)NCC3CCCO3)c(=O)c3ccccc23)cc1 (centres undefined)
    -1	-9	3
COc1ccc(CNC(=O)C(NS(=O)(=O)c2ccc3c(c2)CCCN3C(C)=O)C(C)C)cc1 (centres undefined)
    -9	1	3
CCCn1nnc(NC(=O)c2cc(Br)ccc2OC)n1
    7	3	4
COC(=O)C1CCN(C(=O)c2ccccc2Oc2ccccc2)CC1
    0	2	7
O=C(NC1CCCC1)C1CCCN1C(=O)Nc1ccccc1 (centres undefined)
    -3	1	-1
COc1ccc(NC(=O)C2CC2)cc1-n1cnnn1
    -7	0	-2
Cc1cccc(C)c1NC(=O)CN1C(=O)S/C(=C\c2cccn2C)C1=O
    -14	4	-14
Cc1ccc(NC(=O)CN(C)c2ccc(S(=O)(=O)N3CCN(C)CC3)cn2)cc1
    -6	-9	-5
O=C(CCC1CCCCC1)Nc1c2c(nn1-c1ccc(F)cc1)CS(=O)C2 (centres undefined)
    7	-3	1
Cc1nc(OCc2ccccc2)c2sc3nc4c(cc3c2n1)COC(C)(C)C4
    7	1	-1

# As entered above.
# c1ccc(-c2ccccc2OCCn2cncn2)cc1 @ RAD54 branch: 11
# Cc1nn(C)cc1CNC(=O)Nc1ccc(Br)cc1Cl @ RAD54 branch: 4

# The list goes on:
# Each structure is followed by: RAD54 branch	esBAF inh	FN deposit inh
Clc1ccc(Cn2cccc2C2=NCCO2)cc1
    -2	-6	-5
CCOc1cccc(N2C(=O)CC(n3cnc4ccccc43)C2=O)c1 (centres undefined)
    8	-3	7
COc1ccc(Cl)cc1NC(=O)CN(C)C1CCCCC1
    -7	-12	2
COCCN(C(=O)Cc1cccs1)c1nnc(-c2ccncc2)s1
    -10	5	-4
COc1ccc(N=C2C(=Nc3ccc(OC)cc3)N(c3ccc(OC)cc3)C(=S)N2C(=O)c2ccc(OC)cc2)cc1
    -6	8	7
O=C(CN1C(=O)c2cccc3cccc1c23)Nc1cccnc1
    -14	-16	2
COc1ccc2c(c1)C(C)=CC(C)(C)N2C(=O)C(C)N1C(=O)c2ccccc2C1=O (centres undefined)
    4	-8	0
Cc1cc(C)cc(OCC(=O)Nc2ccc(N3CCN(S(C)(=O)=O)CC3)cc2)c1
    -9	0	-22
CCOc1ccc(NS(=O)(=O)c2ccc(OC)c(C)c2)cc1
    0	4	3
Cc1nn(CC(O)c2ccccc2)c(C)c1Br (centres undefined)
    -3	9	0
CCOc1ccccc1N(CC(=O)N1CCCCCC1)S(C)(=O)=O
    -3	-4	1
O=C(NCCNC(=O)c1cc(OCC(F)(F)F)ccc1OCC(F)(F)F)Nc1ccccc1
    5	13	-17
CCCNC(=O)N(C)c1nncnc1C(=O)NC
    1	-2	5
O=C(c1ccc(Br)o1)N1CCN(c2ncccn2)CC1
    -15	-8	-2
CCOc1ccc(N2CC(C(=O)NC(C)C)CC2=O)cc1 (centres undefined)
    -7	-14	2
CCOc1cc(NC(=O)c2ccco2)c(OCC)cc1NC(=O)COc1ccccc1C
    -2	-4	-4
CCCCCCCCC(=O)N/N=C(\C)c1cccnc1
    -5	-9	5
Cc1cc(C)nc(SCC(=O)Nc2ccc(S(=O)(=O)NCCO)cc2)n1
    1	5	2
COc1ccc(OCc2nnc(SCC(=O)N3CCCc4ccccc43)n2-c2ccc(C)cc2)cc1
    -6	0	-7
CCOC(=O)c1cccc(NC(=O)CN(c2ccc(OC)cc2)S(=O)(=O)c2c(C)noc2C)c1
    11	-1	-4
Cc1cc(=O)[nH]c2c(C)c(N)ccc12
    6	-1	-13
CCOC(=O)N1CCN(C(=O)c2ccc3c(=O)n(Cc4ccccc4OC)c(=S)[nH]c3c2)CC1
    -8	4	-7
CC(=O)NC1(C(F)(F)F)C(=O)Nc2c1c(=O)n(C)c(=O)n2C (centres undefined)
    5	-43	2
O=C(COc1ccc(Cl)cc1)N1CCCC1
    7	1	1
Cc1[nH]n2c(=O)cc(C(C)C)nc2c1-c1ccccc1
    1	3	-1
CC1CCCCC1NC(=O)c1nn(C)c(=O)c2ccccc12 (centres undefined)
    3	-1	-1
O=C(COC(=O)c1cnccn1)Nc1ccc(Cl)cc1
    7	1	2
COc1ccc(OC)c(NC(=O)c2ccc(-n3cccn3)nc2)c1
    -2	-8	-1
COC(=O)c1cn(CC(=O)N2CCCCCC2)c2ccccc12
    5	-3	0
CCOC(=O)C1=C(C)Nc2ccccc2N=C1NC(=O)CCCN1C(=O)c2ccccc2C1=O
    8	-3	8
O=P(c1ccccc1)(c1ccccc1)C(c1ccco1)N1CCOCC1 (centres undefined)
    1	-2	3

# Pulled one by one from the list above (2):
# Each structure is followed by: RAD54 branch	esBAF inh	FN deposit inh
COc1ccc(OC)c(NC(=O)c2ccc(-n3cccn3)nc2)c1
    -2	-8	-1
CCOC(=O)C1=C(C)Nc2ccccc2N=C1NC(=O)CCCN1C(=O)c2ccccc2C1=O
    8	-3	8
